# Assay outcomes deposited in PubChem BioAssay by Broad Institute.
# SIRT5 inh: SIRT5 desuccinylase inhibitors, primary screen, biochemical, fluorescence imaging, single point, set 5; NAD-dependent protein deacylase sirtuin-5, mitochondrial (Homo sapiens), Q9NXA8; Purified SirT5, succinyl-peptide AMC, trypsin-coupled fluorescence; inhibition, % at 15 µM; actives 1.1% (n = 330,000); AID 652115, 2013; in the data active means inhibition above about 15%; inconclusive means no clear call, values can overlap the other calls
# Target sequence (Q9NXA8 whole entry, looked up): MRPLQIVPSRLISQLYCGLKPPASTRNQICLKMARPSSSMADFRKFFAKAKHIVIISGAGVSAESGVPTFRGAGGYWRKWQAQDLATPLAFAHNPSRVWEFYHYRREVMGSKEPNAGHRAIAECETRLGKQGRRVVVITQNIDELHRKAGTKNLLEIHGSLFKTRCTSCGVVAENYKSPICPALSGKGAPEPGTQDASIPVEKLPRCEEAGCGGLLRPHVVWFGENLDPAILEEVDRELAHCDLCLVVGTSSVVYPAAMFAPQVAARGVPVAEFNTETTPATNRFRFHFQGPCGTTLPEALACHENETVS
# miR-122 sensor: miR-122 Renilla sensor signal increase in Huh7, primary screen, miR-122 inhibitor project, cell-based, single point, plate reader; activation (reporter increase), % at 12.5 µM; Huh7 miR-122 Renilla luciferase sensor, 48 h; neutral wells = 0, positive control = 100; actives 0.3% (n = 340,000);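 active means mean replicate activation score at least 90 and every replicate individually at or above 90; inconclusive means only one of the two criteria met; inactive means neither criterion met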;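 further: higher luciferase means less miR-122 activity so hits act as miR-122 inhibitors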
# ERp5 inh: inhibitors of ERp5-driven insulin aggregation, primary screen, biochemical, turbidity, absorbance 650 nm, single point. AID 651711, 2012. Protein disulfide-isomerase A6 (Homo sapiens), Q15084. 90 min. inhibition, % at 9.99 µM. actives 0.05% (n = 350,000);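 active means mean replicate inhibition above about 25%, with every replicate also reaching it, limit read from the data, passing the limit was not always enough; inconclusive means only one of those two criteria met; inactive means neither criterion met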
# Target sequence (Q15084 whole entry, looked up): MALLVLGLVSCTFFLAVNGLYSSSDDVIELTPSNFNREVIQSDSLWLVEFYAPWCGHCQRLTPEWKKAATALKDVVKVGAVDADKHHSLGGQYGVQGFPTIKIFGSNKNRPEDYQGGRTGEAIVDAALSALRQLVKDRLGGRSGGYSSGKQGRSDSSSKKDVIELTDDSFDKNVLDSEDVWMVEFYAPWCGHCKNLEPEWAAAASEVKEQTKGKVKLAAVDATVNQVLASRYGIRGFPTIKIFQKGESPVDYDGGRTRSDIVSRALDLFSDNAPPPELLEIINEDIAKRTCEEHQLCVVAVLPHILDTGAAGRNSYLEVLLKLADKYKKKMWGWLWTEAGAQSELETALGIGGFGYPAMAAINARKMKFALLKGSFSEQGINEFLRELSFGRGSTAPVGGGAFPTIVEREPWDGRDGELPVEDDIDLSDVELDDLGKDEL
# ERAP1 inh: human ERAP1 aminopeptidase inhibitors, primary screen, biochemical, single point, plate reader | recombinant ERAP1, Leu-AMC fluorescence, 60 min | inhibition, % at 10.7 µM | AID 652197, 2013 | actives 0.15% (n = 340,000);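 active means mean replicate inhibition of at least 30%, or all replicates individually reaching that 30% level; inactive means mean below 30% and not every replicate reaching it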;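 further: 0% = neutral control wells and 100% = L-leucinethiol positive control wells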
# DENV2 CPE: inhibitors of DENV2 cytopathic effect, primary screen, cell-based, plate reader, single concentration | DENV2-infected cells, cytopathic effect rescue | CPE inhibition, % at 9.99 µM | actives 1.7% (n = 350,000) | AID 651640, 2012; in the data active means CPE inhibition above about 20%, passing the limit was not always enough; inconclusive means no clear call, values can overlap the other calls; tested in BHK-21 cells;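 further: 0% = median of neutral control wells and 100% = median of positive control wells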
# F508del corr: F508del CFTR correction, initial screen, CFBE line, single point; actives 0.36% (n = 350,000); CFBE cells, YFP halide quenching; stimulated with forskolin plus potentiator P3; % fluorescence drop versus neutral controls; activity (quench increase), % at 7.58 µM; AID 720511, 2013;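 active means mean added fluorescence quench of at least 8% versus neutral control, with both replicates also reaching 8%; inconclusive means only one of the mean or replicate conditions met; inactive means mean below 8% and not both replicates reaching 8%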;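 further: cells transiently co-express mutant CFTR-F508del with the halide-sensitive YFP; corrector assay measuring rescue of mutant channel to the surface after 24 h compound exposure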
# Casp6 inh: human caspase-6 inhibitors, primary screen, biochemical, VEID-R110 fluorescence, single point, set 2. P55212. purified caspase-6, Z-VEID-R110 cleavage fluorescence. inhibition, % at 12.5 µM. actives 0.53% (n = 350,000). AID 686996, 2013;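 active means mean inhibition across replicates at least about 35%, with every replicate also reaching that limit, limit read from the data; inconclusive means only one of the two criteria met; inactive means neither criterion met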;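 further: 0% = median of neutral control wells and 100% = no fluorescence left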
# Target sequence (P55212 24-179 limits assumed): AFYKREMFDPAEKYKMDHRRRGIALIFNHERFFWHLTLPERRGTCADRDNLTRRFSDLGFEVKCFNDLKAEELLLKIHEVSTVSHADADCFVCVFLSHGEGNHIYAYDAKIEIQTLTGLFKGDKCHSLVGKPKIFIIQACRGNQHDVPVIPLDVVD
# Target sequence (P55212 194-293 limits assumed): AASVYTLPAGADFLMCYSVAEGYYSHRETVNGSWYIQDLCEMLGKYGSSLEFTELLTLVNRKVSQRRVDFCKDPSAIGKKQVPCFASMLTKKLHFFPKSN
# * marks the source's active call; other numbers are inactive results; ? = inconclusive; · = not tested or not shown; [ ] = dose if it differs, or a comment. This is a random part of the collection (roughly 4% active in at least one column).
SIRT5 inh	miR-122 sensor	ERp5 inh	ERAP1 inh	DENV2 CPE	F508del corr	Casp6 inh	structure
0	·	11	-1	-4	-4.3	0	CCN(CC(=O)Nc1c(F)cccc1F)C(=O)CSCc1c(C)noc1C
-4	-2	-2	4	3	0.0	2	O=C(CSCC(=O)Nc1nc(-c2ccc3c(c2)OCO3)cs1)Nc1nccs1
1	-2	2	5	1	·	0	COc1ccccc1OCCn1cc(/C=C(\C#N)C(=O)NCc2cccs2)c2ccccc21
-1	-1	4	2	13	0.9	3	COCCCN1C(=O)C(CC(=O)NC2CCCCC2)CC(C(=O)N(C)C)=C1C (stereo not given)
1	-8	0	1	·	-1.9	3	Cc1ccccc1NC(=S)N/N=C/C(C)c1ccccc1 (stereo not given)
0	8	2	-3	2	·	1	Cc1ccc(S(=O)(=O)NCCCCCC(=O)Nc2ccccc2C)cc1
-2	·	-2	-3	·	-3.3	-6	CC(C)CNC(=S)N1CCC(NC(=O)c2ccco2)CC1
·	-4[16.7 µM]	-1	1	9	4.5	0	C[C@H]1CN([C@@H](C)CO)C(=O)c2cc(NC(=O)CCCN(C)C)ccc2O[C@@H]1CN(C)Cc1ccc(C(F)(F)F)cc1
·	0[16.7 µM]	·	·	?	0.7	·	CC(C)NC(=O)N1[C@H](CO)[C@@H](c2ccccc2)[C@@H]1CNC(=O)CN(C)C
-4	·	3	0	-6	0.7	-2	CN(C)CC(=O)N1[C@H](C#N)[C@@H](c2ccccc2-c2ccccc2F)[C@@H]1CO
3	7	2	-6	?	1.4	3	Cc1cc(NC(=O)c2cccc(S(=O)(=O)Nc3cccc(C(=O)O)c3)c2)no1
-10	8	6	4	-3	1.9	-1	COc1ccc(CNC(=S)Nc2ccc(-c3ccccc3)cc2)cc1
3	-5[16.7 µM]	-2	0	5	1.0	-11	CC(C)NC(=O)N[C@H]1CC[C@H](CCNC(=O)C2CCOCC2)O[C@@H]1CO
0	·	1	-1	2	-0.4	5	C/C=C/c1ccc([C@H]2[C@H]3CN(Cc4ccc(C)cc4)CC(=O)N3[C@H]2CO)cc1
-3	-6	0	-1	1	0.8	0	CCCc1c(C(=O)N/N=C/c2ccco2)nnn1-c1nonc1N
2	5	0	1	-7	-0.4	2	O/N=C(\c1ccc(Cl)cc1)c1cc2ccccc2o1
-4	1	-2	1	-1	0.7	-1	O=C(c1cc(-c2ccc(Cl)cc2)on1)N1CCc2ccccc2C1
·	-1	6	·	-12	3.3	1	CCn1c(-c2ccc(N)cc2)nc2ccccc21
-1	3	4	-7	1	-0.6	·	C[C@@H](NS(=O)(=O)c1cc(Cl)ccc1F)[C@H](O)c1ccccc1
-1	-4	-7	1	-5	0.8	-3	COc1ccc(OC)c(C(=O)c2c(C)oc3cc(Br)c(O)c(CN(C)C)c23)c1
-13	-3	-3	4	-5	-1.3	0	COc1ccc(C)cc1S(=O)(=O)N1CCN(C(=O)c2ncoc2-c2ccccc2C)CC1
-1	5	-1	1	-1	-1.3	1	C/C(=N\n1c(C)cc(C)c(C#N)c1=O)c1cccs1
-1	21[16.7 µM]	-5	2	-2	-1.4	-3	COCCNC(=O)C[C@H]1CC[C@H]2[C@H](COc3ccc(NC(=O)Nc4ccccc4)cc3C(=O)N2C)O1
7	2[16.7 µM]	1	-2	11	-4.1	1	C[C@H](CO)N1C[C@H](C)[C@H](CN(C)S(=O)(=O)c2cccs2)Oc2ccc(NC(=O)Cn3cnnn3)cc2C1=O
-5	122*[16.7 µM]	-20	-2	30*	1.9	0	O=C(C[C@H]1CC[C@@H]2[C@H](COC[C@H](O)CN2C(=O)C2CCCC2)O1)NCc1ccncc1
-5	·	4	2	-3	0.0	0	CC(=O)Nc1ccc(-c2csc(N/N=C(/C)c3ccccc3)n2)cc1
·	·	-1	1	-4	3.3	2	O=C(O)c1cc(-c2ccc(O)cc2)on1
-1	·	4	1	-1	0.5	3	O=C(O)CCCCCNCc1ccncc1
-1	7[16.7 µM]	0	-1	10	1.1	2	COc1cccc(-c2ccc([C@@H]3[C@H]4CN(C(=O)NC(C)C)CCCCN4[C@H]3CO)cc2)c1
0	2	-4	-5	0	-2.0	3	CC(NC(=O)CSC(=S)N1CCCC1)c1ccc(S(N)(=O)=O)cc1 (stereo not given)

# Single records, as listed above. Values in the order: SIRT5 inh | miR-122 sensor | ERp5 inh | ERAP1 inh | DENV2 CPE | F508del corr | Casp6 inh
# `CC(NC(=O)CSC(=S)N1CCCC1)c1ccc(S(N)(=O)=O)cc1` (stereo not given) in the list: 0 | 2 | -4 | -5 | 0 | -2.0 | 3
# `Cc1ccccc1NC(=S)N/N=C/C(C)c1ccccc1` (stereo not given) in the list: 1 | -8 | 0 | 1 | · | -1.9 | 3

# 3 of these compounds, reformatted.
COc1ccc(OC)c(C(=O)c2c(C)oc3cc(Br)c(O)c(CN(C)C)c23)c1
  SIRT5 inh: -1	miR-122 sensor: -4	ERp5 inh: -7	ERAP1 inh: 1	DENV2 CPE: -5	F508del corr: 0.8	Casp6 inh: -3

O=C(O)CCCCCNCc1ccncc1
  SIRT5 inh: -1	miR-122 sensor: ·	ERp5 inh: 4	ERAP1 inh: 1	DENV2 CPE: -1	F508del corr: 0.5	Casp6 inh: 3

CCN(CC(=O)Nc1c(F)cccc1F)C(=O)CSCc1c(C)noc1C
  SIRT5 inh: 0	miR-122 sensor: ·	ERp5 inh: 11	ERAP1 inh: -1	DENV2 CPE: -4	F508del corr: -4.3	Casp6 inh: 0

# (listing goes on)
SIRT5 inh	miR-122 sensor	ERp5 inh	ERAP1 inh	DENV2 CPE	F508del corr	Casp6 inh	structure
-1	-18	3	2	-6	1.4	-3	C#CCN(C[C@H]1[C@H](OC(=O)NCCCCCC)[C@H](OC(=O)NCCCCCC)C[C@@H](C(=O)OC)[C@H]1C(=O)OC)S(=O)(=O)c1ccc(C)cc1
·	·	-4	·	-8	-1.9	4	COC(=O)C1=C(C(=O)OC)[C@@H]2N(C)c3ccccc3[C@@]23C[C@@H](C(=O)OC)N(C(=O)CC(C)C)C3=N1
2	0[16.7 µM]	0	0	3	1.2	-4	C[C@@H]1CN([C@@H](C)CO)C(=O)Cc2cc(NC(=O)CCC(F)(F)F)ccc2O[C@H]1CN(C)Cc1ccc(C(=O)Nc2ccccc2N)cc1
-2	·	-1	-1	·	-0.5	1	COc1ccc(NC2CCCN(C(=O)COc3ccc(Cl)cc3C)C2)cc1OC (stereo not given)
-1	19[16.7 µM]	2	0	17	-0.7	-2	C[C@@H]1CCCCO[C@@H](CN(C)Cc2ccc(C(=O)O)cc2)[C@H](C)CN([C@@H](C)CO)C(=O)c2cc(NC(=O)Nc3ccc(C(F)(F)F)cc3)ccc2O1
1	·	2	-2	14	0.4	-2	C/C(CC(=O)NCc1ccccc1)=N\NC(N)=S
-3	-2	0	-2	13	-2.1	0	CCN(C(=O)COC(=O)CCC1CCCC1)c1c(N)n(Cc2ccccc2)c(=O)[nH]c1=O
0	-2	7	-1	-3	-3.2	-2	CCCCN(C(=O)c1ccco1)C1CCS(=O)(=O)C1 (stereo not given)
-6	13	-3	1	1	-1.4	0	CCOC(=O)c1ccc(NC(=O)c2ccnn2C)cc1
-5	4	-1	2	2	-1.2	-5	COc1ccc(CC(C)N2CCN(Cc3ccccc3)CC2)c(OC)c1 (stereo not given)
·	3[16.7 µM]	3	-1	60*	-0.1	-2	O=C(N[C@H]1CC[C@H](CCNS(=O)(=O)c2ccc(Cl)cc2)O[C@H]1CO)c1ccccn1
-1	-12	11	-3	-4	-5.4	5	COC(=O)c1cc(NC(=O)c2ccc(-c3ccccc3)cc2)ccc1Cl
-4	2	-2	-1	2	1.8	3	Cc1nn(CC(=O)N2CCCCC2)c(=O)c2nn(-c3ccccc3)c(C)c12
2	-1	-6	0	-8	-1.1	0	CCc1nc(CNC(=O)C2CCC(=O)N(CCc3ccc(OC)cc3)C2)cs1 (stereo not given)
-2	·	-10	0	·	·	-2	CCOc1ccc(C(C)NC(=O)Cc2ccccc2)cc1OCC (stereo not given)
-1	0	-2	2	-9	-2.3	0	CCCCOc1ccccc1C(=O)N(Cc1ccco1)C1CCS(=O)(=O)C1 (stereo not given)
·	13	-6	·	-6	1.4	0	CC(NC(=O)C1CCCN(S(=O)(=O)c2cnc[nH]2)C1)c1ccccc1 (stereo not given)
-3	·	5	4	18	-2.3	-2	CN(C)CCCn1c(=O)n(Cc2ccco2)c(=O)c2c3c(sc21)CCCCC3
1	·	2	2	9	1.2	0	COc1ccc(C(=O)NCCc2nnc3ccc(SCC(=O)NCCc4ccc(OC)c(OC)c4)nn23)cc1
3	49[16.7 µM]	2	2	?	·	-3	CCCC#Cc1ccc2c(c1)O[C@@H](CN(C)Cc1cccnc1)[C@@H](C)CN([C@@H](C)CO)S2(=O)=O
-1	-22	-4	-1	-2	-1.3	2	CCOC(=O)c1sc2nc(COC(=O)c3c(F)cccc3F)[nH]c(=O)c2c1C
-3	·	-2	2	3	-0.9	1	Cc1onc(C(=O)N2CCC(Cc3ccccc3)CC2)c1[N+](=O)[O-]
-2	·	1	-4	-6	1.3	2	CO[C@@H]1CN(C)C(=O)c2cc(NC(=O)C3CC3)ccc2OC[C@H](C)N(C(=O)Cc2ccccn2)C[C@@H]1C
-4	1	-2	-1	2	4.9	-1	NC(COCc1ccccc1)c1csc(Nc2ccc(S(N)(=O)=O)cc2)n1 (stereo not given)
-7	15	2	-1	-4	1.2	-2	COc1ccccc1C(=O)NC(=O)Nc1cccc(Cl)c1
-5	·	4	10	-1	2.6	-2	O=c1cc(-c2ccccc2)oc2cc(OCc3ccccc3)cc(O)c12
10	-7	8	2	5	-2.5	1	COc1ccc(C2Nc3cccc4cccc(c34)N2)cc1Br
-5	6	1	5	-7	-1.5	4	COc1cc(OC)c(S(=O)(=O)Nc2ccccc2NC(=O)CN2CCOCC2)cc1NC(C)=O
-4	8[16.7 µM]	-3	-2	15	-2.9	0	C[C@@H]1CN([C@H](C)CO)C(=O)c2cccc(NS(=O)(=O)c3ccccc3)c2O[C@@H]1CN(C)C(=O)NC1CCCCC1
-6	-5	2	1	-3	-0.3	0	COc1cc(NC(=O)Cn2cnc3c(OCc4ccccc4)ncnc32)cc(OC)c1OC
-7	11[16.7 µM]	4	3	-4	-1.4	-3	C[C@H](CO)N1C[C@H](C)[C@@H](CN(C)C(=O)Nc2ccc(F)cc2)Oc2ccc(NC(=O)C3CCCCC3)cc2CC1=O
1	-8	-1	3	5	5.0	0	CCN(CCO)c1ncnc2onc(-c3ccc(F)cc3)c12
0	·	2	-7	19	-1.5	1	CCC(=O)N[C@@H]1C[C@@H]2O[C@@H](CO)CC[C@@H]2O[C@@H]1CCc1ccc(-c2cccc(OC)c2)cc1

# Ordered by count of non-hydrogen atoms (lowest first): part of the list above
SIRT5 inh	miR-122 sensor	ERp5 inh	ERAP1 inh	DENV2 CPE	F508del corr	Casp6 inh	structure
-5	·	4	10	-1	2.6	-2	O=c1cc(-c2ccccc2)oc2cc(OCc3ccccc3)cc(O)c12
-4	1	-2	-1	2	4.9	-1	NC(COCc1ccccc1)c1csc(Nc2ccc(S(N)(=O)=O)cc2)n1 (stereo not given)
·	3[16.7 µM]	3	-1	60*	-0.1	-2	O=C(N[C@H]1CC[C@H](CCNS(=O)(=O)c2ccc(Cl)cc2)O[C@H]1CO)c1ccccn1
-6	-5	2	1	-3	-0.3	0	COc1cc(NC(=O)Cn2cnc3c(OCc4ccccc4)ncnc32)cc(OC)c1OC
·	·	-4	·	-8	-1.9	4	COC(=O)C1=C(C(=O)OC)[C@@H]2N(C)c3ccccc3[C@@]23C[C@@H](C(=O)OC)N(C(=O)CC(C)C)C3=N1
